FEN1 inh: human FEN1 inhibition. 0.35% of 390,000 active. Recombinant FEN1 flap cleavage, fluorescence, 15 min. P39748. Potency, µM (highest dose often 114 µM), for inactives: at the highest dose activity change, negative = inhibition, most hits filed as inhibitors; also: nearly all actives have a fitted effect of over 65% in size
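Quantitative HTS format: each compound was titrated, incubated with 10 nM nuclease for 15 min at room temperature, then challenged with flap substrate at 50 nM final. Signal change over 15 min gave concentration–effect curves.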
N370S GC: N370S glucocerebrosidase modulation, Gaucher chaperone candidate; P04062; N370S GC spleen homogenate, 4MU-glucoside fluorescence; Potency, µM (top dose mostly 59.4 µM), for the others: at the top dose activity change, negative = inhibition, hits mostly inhibitors; 0.092% of 330,000 active; AID 2101;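 also: 0% = full enzyme activity and -100% = no enzyme basal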
GCN5L2 inh: inhibitors of human GCN5L2 histone acetyltransferase | Q92830 | GCN5L2 HAT assay, ThioGlo1 CoA-SH fluorescence | Potency, µM (top dose mostly 58.9 µM), for inactives: top-dose activity change, negative = inhibition, actives largely listed as inhibitors | 0.21% of 390,000 active | AID 504327
Target sequence (Q92830 whole entry, looked up): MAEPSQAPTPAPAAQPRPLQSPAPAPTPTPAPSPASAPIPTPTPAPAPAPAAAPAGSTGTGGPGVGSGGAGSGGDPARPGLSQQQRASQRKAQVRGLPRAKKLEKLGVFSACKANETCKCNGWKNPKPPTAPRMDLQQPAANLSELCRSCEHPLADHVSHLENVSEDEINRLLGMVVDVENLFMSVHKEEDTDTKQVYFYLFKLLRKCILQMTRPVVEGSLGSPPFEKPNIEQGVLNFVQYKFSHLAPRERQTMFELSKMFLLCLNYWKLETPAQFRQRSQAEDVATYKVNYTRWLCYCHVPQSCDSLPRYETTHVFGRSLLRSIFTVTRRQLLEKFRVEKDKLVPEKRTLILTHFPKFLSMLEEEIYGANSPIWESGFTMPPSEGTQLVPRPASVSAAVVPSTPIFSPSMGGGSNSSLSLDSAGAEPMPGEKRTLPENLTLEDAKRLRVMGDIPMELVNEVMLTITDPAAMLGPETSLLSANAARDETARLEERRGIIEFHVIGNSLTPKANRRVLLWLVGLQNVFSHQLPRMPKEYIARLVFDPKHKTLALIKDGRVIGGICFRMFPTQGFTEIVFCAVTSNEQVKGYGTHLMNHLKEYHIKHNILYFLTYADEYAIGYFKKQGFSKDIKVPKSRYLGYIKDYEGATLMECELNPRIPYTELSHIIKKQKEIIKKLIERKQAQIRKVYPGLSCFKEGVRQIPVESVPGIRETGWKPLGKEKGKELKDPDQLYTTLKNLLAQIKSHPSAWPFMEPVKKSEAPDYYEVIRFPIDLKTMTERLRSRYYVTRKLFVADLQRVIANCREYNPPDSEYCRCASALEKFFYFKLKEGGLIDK
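GCN5L2 (20 nM) in 50mM HEPES pH 7.5, 0.1mM EDTA, 0.01% Tween-20 preincubated 15 min with compounds at room temperature. Reaction started with H3(1-25) 75uM, acetyl-CoA 70uM, ThioGlo1 50uM; CoA-thiol fluorescence (Ex340/Em540) read at 0 and 20 min.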
* = called active by the depositor; u = inconclusive; x = no result given; & = joins results of further samples; [ ] = remark or other dose. Calls follow the shape of the dose curve; as a rule, active = well fitted curve in the direction sought with a large enough effect; inconclusive = small, poorly fitted or top-dose-only effect, or another doubt; inactive = no such curve, though single readings can be large; an effect the other way counts as inactive or inconclusive. Unless noted, % is scaled to controls: 0 for no effect and ±100 for the full control effect; potency is read from the fitted curve at half-maximal effect.

SMILES	FEN1 inh	N370S GC	GCN5L2 inh
CCOC(=O)c1cc(-c2ccccc2)n(CCC(=O)Nc2ccc(C)cc2Cl)c1C	-4%	x	4%
CC(C)[C@H](NC(=O)[C@@H]1CSC2c3ccccc3C(=O)N21)C(=O)NCC1CCCO1 (stereo partly drawn)	-2%	-3%	-3%
CCC(CC)N1CCN(CC2CC=CCC2)CC1 (stereo not drawn)	1%	-4%	-3%
O=C(CN1C(=O)CCc2cc(S(=O)(=O)N3CCOCC3)ccc21)NCc1ccccc1	-2%	x	-3%
COc1ccc(S(=O)(=O)NCCc2c[nH]c3ccccc23)cc1OC	4%	-19%	7%
C=C(C)C1CCC2(C(=O)O)CCC3(C)C(CCC4C5(C)C(C=O)C(O)C(C)(C)C5CCC43C)C12 (stereo not drawn)	-5%	-7%	-27%
O=c1c(-c2cccc(F)c2)nc2cncnc2n1Cc1ccccc1Cl	x	14%	-14%
CC(OC(=O)Cn1[nH]c(=O)c2ccccc2c1=O)C(=O)NC1(C#N)CCCCC1 (stereo not drawn)	-2%	u	-6%
COCCn1c(COc2ccccc2)nnc1SCC(N)=O	8%	-7%	3%
COCCOC(=O)c1c(C)oc2ccc(NS(=O)(=O)c3cccs3)cc12	-8%	-7%	45%[activator]
Cc1c(C(=O)NNC(=O)c2csc(N3CCOCC3)n2)cccc1[N+](=O)[O-]	-5%	x	-6%
COC(=O)c1ccccc1NC(=O)C1CCN(C(=O)Cc2ccccc2)CC1	0%	-7%	-28%
CC(C)(C)C(=O)Nc1ccc(S(=O)(=O)N2CCCC2)cc1	-2%	0%	2%
CCN(C(=O)COC(=O)c1ccc(OCc2c(C)noc2C)cc1)c1ccccc1	-6%	-4%	-24%
CSc1nc(Sc2ccc(Cl)cc2)c2ccccc2n1	-6%	12%	0%
COc1cccc(NC(=O)CN(C)C(=O)Cn2c(=O)oc3ccccc32)c1	5%	2%	0%
COc1cccc(C(=O)Nc2ccccc2-c2nnc(-c3cc(OC)ccc3Br)o2)c1	4%	x	0%
Cc1ccc(NC(=O)C/C(N)=N/O)cc1Cl	18%	-11%	u
Cc1sc2nc(CN3CCOCC3)nc(NCCc3ccccc3)c2c1C	-1%	3%	0%
COc1ccccc1CN1CCC2(CC1)CCN(S(C)(=O)=O)CC2	x	11%	14%
COC(=O)CCSc1cc(NCCOC(C)=O)c([N+](=O)[O-])c2nonc12	u	-2%	3%
O=C(CCc1nc2cccnc2n1Cc1cccs1)Nc1cccc(Cl)c1	-13%	x	1%
COc1ccc(N(C(=O)c2cnccn2)C(C(=O)NC2CCCCC2)c2ccc(O)cc2)cc1 (stereo not drawn)	17%	-5%	2%
CN(C=[N+](C)C)c1cccc2c1C(=O)c1ccccc1C2=O	u	6%	-28%
COc1cc(-c2noc(CSc3nc(-c4ccccc4)cc(=O)[nH]3)n2)cc(OC)c1OC	-1%	x	-20%
Cc1ccc(S(=O)(=O)Nc2ccc3nc(N)sc3c2)cc1	2%	4%	-2%
Cc1ccc(C)c(CN2CCC(CNC(=O)Nc3ccc(C)c(C)c3)CC2)c1	-5%	-5%	1%
CCc1c(C)c2ccc(OCC(=O)N(C)C)c(C)c2oc1=O	10%	13%	-5%
O=C(NC1CCN(S(=O)(=O)c2ccccc2C(F)(F)F)CC1)c1ccco1	12%	-3%	-1%
COc1cccc(NC(=O)CN(C)C(=O)c2ccc(NC3CC3)c([N+](=O)[O-])c2)c1	-2%	x	-5%
COc1ccc(CNC(=S)Nc2cccc(OC)c2)cc1	-1%	-7%	1%
Cc1c(C(=O)OCc2ccccc2)[nH]c2c1C(=O)CC(c1ccc(Cl)cc1)C2 (stereo not drawn)	-10%	x	-8%
CCCCn1nnc(NC(=S)NC(=O)c2ccc(-c3cccc(Cl)c3Cl)o2)n1	1%	-1%	0%
Cc1cccc(N2CCCC2=Nc2ccc(Br)cc2C#N)c1	-3%	11%	-1%
O=C(OC1CCCCC1=O)c1cc(S(=O)(=O)N2CCOCC2)ccc1F (stereo not drawn)	-3%	3%	-2%
CCOc1ccc2nc(N3CCC(C(=O)N4CCN(c5ncccn5)CC4)CC3)sc2c1	17%	-3%	-4%
COc1ccc(C(C(N)=O)c2ncc(C(F)(F)F)cc2Cl)cc1OC (stereo not drawn)	12%	-11%	-1%
COc1cc(/C=C2\SC(=Nc3ccc(O)cc3)NC2=O)cc(OC)c1O	u	-6%	2%
O=c1c2sc3ccccc3c2n(Cc2ccc(F)cc2)c(=O)n1Cc1ccco1	-14%	x	2%
CSc1nc(-c2ccco2)nn1C(=O)CCc1ccccc1	-1%	3%	0%
NC(=S)N/N=C/c1coc2cc(Br)ccc2c1=O	3%	6%	-4%
CCOC(=O)c1c(CC(C)C)csc1NC=O	-9%	5%	-4%
CCNc1ccc(Br)cc(C(=O)/C=C/c2ccc(Cl)cc2Cl)c1=O	u	6%	-26%
CCOC(=O)c1c(NC(=O)c2cc(=O)c3c(C)cc(C)cc3o2)sc(C(C)=O)c1C	-4%	x	-1%
CCc1cc(N2CCOCC2)cc2c1[nH]c1ccccc12	-4%	4%	-12%
Cc1ccccc1Nc1nc(-c2sc(NC(=O)c3ccc([N+](=O)[O-])cc3)nc2C)cs1	x	8%	-19%
COc1cc(C2C(=O)N(C3CCCCCC3)CC(=O)N2CCC2=CCCCC2)ccc1OC(C)C (stereo not drawn)	4%	x	-7%
CC(C)NC(=O)N1CC[C@@]2(CCCN(C(=O)c3ccncc3)C2)C1	x	8%	-6%
COc1cc(C(=O)NC(=S)NNC(=O)[C@H]2C[C@@H]2c2ccccc2)cc(OC)c1OC	-15%	1%	-4%
Cc1ccc(-n2c(=O)c3c4c(sc3n(Cc3cc(=O)n5ccccc5n3)c2=O)CCC4)cc1C	-2%&12%	-3%	-2%&-2%
Later entries.
SMILES	FEN1 inh	N370S GC	GCN5L2 inh
COc1ccc(Cl)cc1NC(=O)CCN1C(=O)C2C3C=CC(C4CC34)C2C1=O (stereo not drawn)	5%	0%	0%
CCOC(=O)c1nn(-c2ccccc2)c(=O)cc1OCC(=O)Nc1ccccc1OCC	10%	-5%	1%
Cn1c(=O)n(C)c2cc(NS(=O)(=O)c3ccc4c(c3)CCCC4)ccc21	-12%	3%	-14%
CCN(C[C@H]1N[C@@](CC)(C(=O)OC)[C@H]2C(=O)N(C)C(=O)[C@@H]12)S(=O)(=O)c1ccc(-c2ccccc2)cc1	-3%	x	-4%
CCc1nnc(SCC(=O)Nc2ccccc2)n1CC1CCCO1 (stereo not drawn)	6%	0%	-1%
CCSc1nnc2c(Cl)cc(Cl)cn12	-10%	-2%	-8%
C[C@H](NC(=O)C1CC(=O)N(c2ccc3c(c2)OCO3)C1)C(=O)NC1CCCC1 (stereo partly drawn)	20%	-7%	-5%
CCn1c(CN2CCCCC2)nc2cc(NC(=O)c3ccc([N+](=O)[O-])cc3)ccc21	3%	x	2%
CCOC(=O)C1=NN(c2ccc(Cl)cc2)C(c2ccccc2)CC1=O (stereo not drawn)	-23%	8%	-9%
O=C(CN1C(=O)NC2(CCCCCC2)C1=O)N1CCCCC1	27%	x	1%
Cc1ccc(C)c(NC(=O)c2nc(S(C)(=O)=O)ncc2N(Cc2ccc(C(C)(C)C)cc2)Cc2ccco2)c1	8%	x	-4%
CC(OC(=O)c1ccccc1C(=O)N(C)Cc1ccccc1)C(=O)NC1(C#N)CCCCC1 (stereo not drawn)	1%	3%	1%
O=C(c1ccccc1F)N1CCN(Cc2nc3sc4c(c3c(=O)[nH]2)CCCC4)CC1	0%	0%	-5%
Nn1c(=O)c2ccccc2n2c(SCc3ccccc3)nnc12	-2%	5%	1%
O=c1c(-c2cc(F)cc(F)c2)nc2cnc(N3CCOCC3)nc2n1C[C@H]1CCCO1	x	9%	-3%
Cc1ccccc1-c1ccc2ncnc(NCCN3CCOCC3)c2c1	x	-2%	-24%
CCN1C=C(Cc2ccccc2C)C2=C(C1)C(c1ccccc1C)C(C#N)=C(N)O2 (stereo not drawn)	u	-9%	0%
CC(NC(=O)C1C(=O)N(CCO)C2(C)CC1c1ccccc1O2)c1ccccc1 (stereo not drawn)	2%	5%	u
O=C(CSc1ccc2nnc(-c3ccc(Cl)cc3)n2n1)N1CCCc2ccccc21	-4%	8%	-1%
CC(C)CCNC(=O)NC(=O)CSc1nnc(-c2ccccc2F)n1N	-14%	u	-8%
O=C(NC12CC3CC(CC(C3)C1)C2)N1CCN(C(=O)c2ccco2)CC1	-1%	20%	-1%
Cc1ccc(-n2ncc3c(NCc4ccccc4)ncnc32)cc1C	-13%	x	-15%
CCOC(=O)/C(C#N)=C/c1cn(CCC(=O)O)nc1-c1ccc(OC)cc1	-2%	1%	-10%
COC(=O)c1ccccc1NC(=O)C1=CC(c2ccc3c(c2)OCO3)=NS(=O)(=O)N1C	u	x	-4%
CCC(C)Nc1nc2c(c(=O)[nH]c(=O)n2C)n1CCC(C)C (stereo not drawn)	3%	3%	2%
CC(C)(C)NC(=O)c1ccc(NC(=O)c2ccccc2-c2ccccc2C(=O)O)cc1	4%	-4%	-5%
CCN(CC)CCCC(C)Nc1cc(/C=C/c2ccccc2Cl)nc2cc(Cl)ccc12 (stereo not drawn)	-26%	x	-5%
Cc1ccc(CSC2=Nc3ccccc3C3=NC(CC(=O)NCc4cccs4)C(=O)N23)c(C)c1 (stereo not drawn)	7%	x	-7%
CCc1ccc(NC(=O)Cn2nc(C)c([N+](=O)[O-])c2C)cc1	5%	-4%	-15%
C#CCOCCOCCOCCNc1nc(N2CCN(C(=O)CCCCCCCCCCNC(=O)Cn3cc(CCCCCN)nn3)CC2)nc(N2CCN(C(=O)CCCCCCCCCCNC(=O)[C@@H]([C@H](C)O)n3cc(C)nn3)CC2)n1	u	u	0%
O=C(NN1CC(=O)N(c2cc(Cl)cc(Cl)c2)CC1=O)c1cccs1	4%	-3%	0%
CC1CCCN(C(=O)c2ccc([N+](=O)[O-])o2)C1 (stereo not drawn)	-4%	-3%	-1%
O=C(Cn1cncn1)NCc1cccc2ccccc12	-16%	8%	3.5µM*
Cc1ccc(C(=O)COC(=O)c2cccc(NC(=O)c3ccc(Cl)cc3Cl)c2)cc1	10%	x	4%
Cc1nc2[nH]c(=S)[nH]c2cc1Br	-8%	-2%	u
O=C1NC(=O)/C(=C/c2cccc(O)c2)N1	-4%	16%	3%
COCCNC(=O)CSc1nc2c(n1-c1ccccc1)CCCC2	-6%	3%[2.35 µM]	-7%
CCOC(=O)C1CCc2sc(N)c(C#N)c21 (stereo not drawn)	6%	-1%	-19%
N#Cc1ccccc1OCC(=O)OCC(=O)N1CCN(C(=O)c2ccco2)CC1	-1%	-2%	-6%
C[C@](N)(Cc1ccc(O)cc1)C(=O)O	-5%[57.1 µM]	-2%&7%	-1%&2%
N#CCCN(C(=S)NC(=O)c1cccs1)c1ccccc1F	0%	7%	-12%
NS(=O)(=O)c1ccc(NC(=O)c2c(Cl)cccc2Cl)cc1	0%	-3%	-22%
O=C(CN1C(=O)NC2(CCCCC2)C1=O)N1CCN(S(=O)(=O)c2cccc(F)c2)CC1	-5%	-1%	-6%
CC(=O)Oc1ccc(Oc2ccc(-c3noc(C)n3)cc2)cc1	-17%	0%	-1%
C[C@@H](NC(=O)Cn1ccc(N)nc1=O)c1cccc2ccccc12	15%	x	1%
CC(=O)CCC(=O)OCC(=O)Nc1ccc(SC(F)F)cc1	-13%	4%	-11%
CC(C)(C)c1cc(C(=O)N/N=C/c2ccc(F)cc2)n(-c2ccccc2)n1	-7%	22%	-8%

In the list so far, these have a thiophene ring, fused or not:
SMILES	FEN1 inh	N370S GC	GCN5L2 inh
COCCOC(=O)c1c(C)oc2ccc(NS(=O)(=O)c3cccs3)cc12	-8%	-7%	45%[activator]
Cc1sc2nc(CN3CCOCC3)nc(NCCc3ccccc3)c2c1C	-1%	3%	0%
O=C(CCc1nc2cccnc2n1Cc1cccs1)Nc1cccc(Cl)c1	-13%	x	1%
O=c1c2sc3ccccc3c2n(Cc2ccc(F)cc2)c(=O)n1Cc1ccco1	-14%	x	2%
CCOC(=O)c1c(CC(C)C)csc1NC=O	-9%	5%	-4%
CCOC(=O)c1c(NC(=O)c2cc(=O)c3c(C)cc(C)cc3o2)sc(C(C)=O)c1C	-4%	x	-1%
Cc1ccc(-n2c(=O)c3c4c(sc3n(Cc3cc(=O)n5ccccc5n3)c2=O)CCC4)cc1C	-2%&12%	-3%	-2%&-2%
O=C(c1ccccc1F)N1CCN(Cc2nc3sc4c(c3c(=O)[nH]2)CCCC4)CC1	0%	0%	-5%
Cc1ccc(CSC2=Nc3ccccc3C3=NC(CC(=O)NCc4cccs4)C(=O)N23)c(C)c1 (stereo not drawn)	7%	x	-7%
O=C(NN1CC(=O)N(c2cc(Cl)cc(Cl)c2)CC1=O)c1cccs1	4%	-3%	0%
CCOC(=O)C1CCc2sc(N)c(C#N)c21 (stereo not drawn)	6%	-1%	-19%
N#CCCN(C(=S)NC(=O)c1cccs1)c1ccccc1F	0%	7%	-12%

Compound activity (PubChem BioAssay)
